All columns: NCI-60 one-dose screen, growth in % after 48 h at 10 µM unless noted; 100 = growth as untreated, 0 = no growth, -100 = all killed.
OVCAR-3 – OVCAR-3 ovarian cancer; hit rate 7% among 79,000; AID 1794787
OVCAR-8 – OVCAR-8 ovarian cancer; hit rate 4.4% among 81,000; AID 1794782
A498 – A498 renal cancer cells. hit rate 5.4% among 76,000
SK-OV-3 – SK-OV-3 ovarian cancer cells | hit rate 3.2% among 80,000 | AID 1794785
IGROV1 – IGROV1 ovarian cancer; AID 1794786; hit rate 4.7% among 79,000
RXF 393 – RXF 393 renal cancer cells; hit rate 6.9% among 77,000; AID 1794773
OVCAR-4 – OVCAR-4 ovarian cancer cells | hit rate 3.7% among 80,000
ACHN – ACHN renal cancer; AID 1794771; hit rate 4.9% among 81,000
OVCAR-5 – OVCAR-5 ovarian cancer | hit rate 2.9% among 82,000
An asterisk follows results filed as active; . = no result given; & = joins results of further samples. How the source made its calls: active means growth percent below 10; inactive means the rest.

The first 4 compounds as a preview:
SMILES	OVCAR-3	OVCAR-8	A498	SK-OV-3	IGROV1	RXF 393	OVCAR-4	ACHN	OVCAR-5
COC1CC(=O)C2OC(c3ccccc3)OCC2O1 (centres undefined)	106	108	83	99	102	101	103	99	106
CN1C(=O)/C(=C/c2ccc(C3Oc4ccccc4C4CC(c5ccc(Cl)cc5)=NN43)cc2)SC1=S (centres undefined)	108	99	119	96	93	112	100	100	105
Cc1ccc(S(=O)(=O)n2cc(C(=O)C(=O)N3CCOCC3)c3ccccc32)cc1	91	91	118	98	.	110	89	84	86
COC(=O)c1[nH]c(=O)c(C#N)c(C(=O)OC)c1C(=O)c1ccc(Cl)c(Cl)c1	102	103	101	100	101	100	92	95	97

The list itself (from the top)
SMILES	OVCAR-3	OVCAR-8	A498	SK-OV-3	IGROV1	RXF 393	OVCAR-4	ACHN	OVCAR-5
COC1CC(=O)C2OC(c3ccccc3)OCC2O1 (centres undefined)	106	108	83	99	102	101	103	99	106
CN1C(=O)/C(=C/c2ccc(C3Oc4ccccc4C4CC(c5ccc(Cl)cc5)=NN43)cc2)SC1=S (centres undefined)	108	99	119	96	93	112	100	100	105
Cc1ccc(S(=O)(=O)n2cc(C(=O)C(=O)N3CCOCC3)c3ccccc32)cc1	91	91	118	98	.	110	89	84	86
COC(=O)c1[nH]c(=O)c(C#N)c(C(=O)OC)c1C(=O)c1ccc(Cl)c(Cl)c1	102	103	101	100	101	100	92	95	97
CCc1c(C)c2cc(-n3c(-c4ccc(OC)cc4)csc3=N)c(O)c(C)c2oc1=O	9.0*	18	17	44	25	28	12	.	44
COC(=O)c1nc(-c2ccccc2)oc1S(=O)(=O)N1CCCC(C)C1 (centres undefined)	49	82	93	110	64	79	83	67	87
C/C(=C(\c1ccc(OCCN2CCCCCC2)cc1)c1ccc(OC(=O)c2ccccc2)cc1)c1ccc(Cl)cc1	62	43	87	77	47	19	37	77	69
CCOc1cc(/C=N/NC(=O)CC#N)ccc1O	89	100	101	106	95	107	109	104	93
CC[C@H](C)C(=O)O[C@H]1CCC=C2C=C[C@H](C)C(CCC3C[C@@H](O)CC(=O)O3)[C@H]21 (some centres undefined)	112	45	-34*	71	42	70	99	.	.
COc1ccccc1N1CCN(CC(O)COc2cccc3ccccc23)CC1 (centres undefined)	96	80	72	105	80	61	64	77	84

Brought forward from above: four compounds; new compounds follow.
SMILES	OVCAR-3	OVCAR-8	A498	SK-OV-3	IGROV1	RXF 393	OVCAR-4	ACHN	OVCAR-5
C/C(=C(\c1ccc(OCCN2CCCCCC2)cc1)c1ccc(OC(=O)c2ccccc2)cc1)c1ccc(Cl)cc1	62	43	87	77	47	19	37	77	69
CCOc1cc(/C=N/NC(=O)CC#N)ccc1O	89	100	101	106	95	107	109	104	93
CC[C@H](C)C(=O)O[C@H]1CCC=C2C=C[C@H](C)C(CCC3C[C@@H](O)CC(=O)O3)[C@H]21 (some centres undefined)	112	45	-34*	71	42	70	99	.	.
COc1ccccc1N1CCN(CC(O)COc2cccc3ccccc23)CC1 (centres undefined)	96	80	72	105	80	61	64	77	84
O=S(=O)(CSc1ccccc1)c1ccccc1	113	112	157	110	122	111	108	101	96
Fc1ccc(-c2ccnc3nc(-c4cccnc4)nn23)cc1	110	.	94	110	104	102	105	93	112
Cc1c(OCC(F)(F)F)ccnc1CNc1ccc(C2=CC(c3ccc(O)cc3)N=C(N)N2)cc1 (centres undefined)	93	88	81	97	108	106	84	102	97
O=S1SC(c2ccccc2)=NN1c1ccccc1 (centres undefined)	.	87	91	95	83	110	90	83	96
CN(C)c1ccc(N=C2C=CC(=[N+](C)C)C=C2)cc1	73	54	73	96	86	96	72	83	97
CC1SC(c2ccc(F)cc2)N(NC(=O)CCC(=O)c2nc3ncccc3[nH]2)C1=O (centres undefined)	104	99	85	93	89	98	97	.	116
O=C1c2cccc3cccc(c23)C(=O)N1N1C(=O)c2cccc3c(N4CCN(Cc5ccccc5)CC4)ccc(c23)C1=O	105	98	110	99	97	110	99	90	103
CC(C)C[C@@H]1OC(=O)CCCCNC(=O)[C@H](Cc2ccccc2)N(C)C(=O)[C@H](C(C)C)N(C)C(=O)[C@H](Cc2ccccc2)NC(=O)[C@@H]2CCCN2C1=O	92	85	84	86	79	79	83	80	94
O=S(=O)(NCCNc1cc(-c2cn(-c3ccccc3)nc2-c2cccc(O)c2)ccn1)c1ccc(F)cc1	36	24	36	46	46	35	41	27	63
OCc1cccc(-c2ccc3ncc(-c4nc(NC5CC5)ncc4F)n3c2)c1	-1.9*	-2.8*	-48*	14	-13*	-44*	-1.5*	-13*	-10.0*
COc1ccccc1CNC(=O)c1nc(-c2cc(OC)c(OC)c(OC)c2)n(-c2ccc(F)c(F)c2)n1	99	.	83	106	66	104	87	104	100
CN(C)S(=O)(=O)n1cnc([C@@H]2c3c(ncn3S(=O)(=O)N(C)C)C[C@@H]3Cn4c(=O)n(-c5ccccc5)c(=O)n4C[C@H]32)c1	102	103	91	99	108	111	113	101	104
Nc1ccc(-c2ccc(F)cc2)cc1NC(=O)C1CCOCC1	101	80	87	84	94	105	106	108	98
Nc1n[nH]c(C(=O)O)n1	112&115	99&102	97&108	101&102	94&110	118&103	101&109	108&105	105&106
COc1ccc2c(c1)c(C1(c3cn(C)c4ccc(OC)cc34)C(=O)Nc3ccc(F)cc31)cn2C	80	78	76	87	62	80	92	60	77
CC1(C)CC[C@]2(C(=O)O)CC[C@]3(C)C(=CC[C@@H]4[C@@]5(C)C/C(=C/c6ccncc6)[C@H](O)C(C)(C)[C@@H]5CC[C@]43C)[C@@H]2C1	41	45	65	65	49	24	43	26	68
ClC(c1ccccc1)C(Cl)c1ccccc1 (centres undefined)	119	107	106	108	97	116	.	101	109
CCN(CC)CCNc1ncnc2c1[nH]c1ccc(Br)cc12	98	100	107	110	88	105	102	107	103
Clc1ccc(NCc2nnc(-c3ccco3)o2)cc1	96	100	102	94	102	109	99	101	107
COc1cc(C)cc(C(O)Cc2cccc(-c3cccnc3)n2)c1 (centres undefined)	117	100	93	110	118	103	102	115	105
c1ccc2c3c(ccc2c1)Sc1ccc2ccccc2c1N3	106	86	109	103	83	112	78	95	126
COc1ccc(C2CC(c3ccc4ccccc4c3)=NN2/C=C2\SC(=S)N(NC(=O)Cc3ccccc3Nc3c(Cl)cccc3Cl)C2=O)cc1 (centres undefined)	2.2*	35	-0.5*	42	33	-9.0*	70	47	57
OC(COc1ccccc1Cl)COc1ccccc1Cl	118	109	85	107	97	97	105	97	82
CCCCC(C#N)c1ccccc1 (centres undefined)	108	91	101	97	107	131	117	.	112
O=S(=O)(C/C(=N/O)c1cccs1)c1ccccc1	122	105	101	104	104	113	108	99	100
O=C1C=C(NCCN2CCCC2)C(=O)c2c(OCc3ccccc3)cccc21	93	88	59	94	95	83	75	88	100
COc1cccc(/C=C2\Oc3cc(OCCN4CCOCC4)ccc3C2=O)c1	99	99	74	111	98	111	89	105	100
CC(CCl)Cn1snc(Cl)c1=O (centres undefined)	108	106	99	113	107	109	110	107	107
Fc1cccc(CSc2ncnc3nc[nH]c23)c1	117	95	79	.	.	102	96	105	103
C/C(=N/O)c1ccc(N2C(=O)C3CC=CCC3C2=O)cc1 (centres undefined)	.	102	100	100	97	96	103	105	95
CC1=C(C)C(=O)C(Nc2ccc3c(c2)OCO3)=C(Br)C1=O	104	98	95	88	91	105	60	100	116
CCSC(SCC)C(O)C(O)C(O)COC(c1ccccc1)(c1ccccc1)c1ccccc1 (centres undefined)	97	78	98	99	100	93	88	83	92
CCCCC(C(=O)O)C1CCCCC1 (centres undefined)	95	111	117	111	47	113	89	100	113
CC1=C(C)C(=O)OC([C@](C)(O)C2(O)CCC3C4C(CC[C@@]32C)[C@@]2(C)C(=O)C=CC[C@]2(O)[C@H]2O[C@@H]42)C1 (some centres undefined)	108	100	104	104	104	104	102	98	100
O=C1OCC(CO)O1 (centres undefined)	107	95	104	101	105	104	108	84	95
COc1ccc(-c2nc(SCC(C)C)nc(Nc3ccc([N+](=O)[O-])cc3)c2C#N)cc1	82	93	90	99	94	107	37	42	106
Clc1ccc(Nc2ccnc3cc(Cl)ccc23)cc1	94	82	97	102	113	94	100	86	115
COc1cc(C(=O)Nc2nn(C)c3nc(C)c(Cl)c(C)c23)cc(OC)c1OC	.	100	103	97	102	100	105	99	94
O=C(Cn1nnc2ccccc21)N/N=C/c1ccco1	105	94	99	101	100	99	102	93	109
O=C(/C=C/c1cn(-c2ccccc2)nc1-c1ccccc1)c1cc2ccccc2oc1=O	107	102	116	106	89	124	95	106	115
CC(=O)c1cccc(NC(=O)c2c(-c3ccccc3)c(-c3ccccc3)n[nH]c2=O)c1	107	106	101	110	101	116	96	94	92
c1ccc(CC2CCN(c3ncnc4sc5c(c34)CCN(Cc3ccccc3)C5)CC2)cc1	105	87	112	102	96	92	87	88	101
CC(=O)Nc1nonc1-c1nc2ccccc2n1Cc1ccncc1	108	106	92	100	104	106	112	101	106
COc1cc(-c2nc3cc4nc5ccccc5[nH]c4cc3n2)ccc1O	80	60	83	85	69	87	82	57	94
COc1ccc(N2C(N)=C(C#N)C(c3ccc([N+](=O)[O-])cc3)C3=C2CC(C)(C)CC3=O)cc1OC (centres undefined)	119	104	103	104	103	.	116	103	102
COc1ccc(C2=C/C(=C\c3ccccc3O)C(=O)N2Cc2ccccc2)cc1	93	71	98	74	77	76	93	93	111
CCCCCCCCCCCCOc1ccc(C(C)(C)C)cc1	107	103	104	97	107	99	107	95	100
Cc1cc(C)n(-c2nc(-c3no[n+]([O-])c3-c3ccccc3)cs2)n1	108	101	.	.	96	106	80	100	100
CC(C)(C)n1cc(-c2ccnc(NCCCNS(=O)(=O)c3ccc(Br)cc3)n2)c(-c2ccc(Cl)c(O)c2)n1	96	89	78	89	101	85	92	76	100
CC1CN(C(=S)S)C(C)CN1 (centres undefined)	109&112	94&105	100&105	100&100	94&108	57&116	103	97&103	87&95

Further records follow.
SMILES	OVCAR-3	OVCAR-8	A498	SK-OV-3	IGROV1	RXF 393	OVCAR-4	ACHN	OVCAR-5
O=[N+]([O-])c1ccc(CO)o1	103	100	99	102	102	104	110	108	118
O=C(O)CC(C(=O)O)C(CC(=O)O)C(=O)O (centres undefined)	116	95	88	82	108	113	105	102	100
Cc1c2cnccc2c(C)c2c1c1cc(O)ccc1n2C(C)C	22	8.0*	.	-16*	7.7*	-40*	25	-1.6*	69
Cc1ccc(S(=O)(=O)CC#N)cc1	102	105	124	109	110	102	108	107	106
COc1ccc([C@@H]2C(=O)N(c3cc(OC)c(OC)c(OC)c3)[C@H]2c2ccc(OC)c(O)c2)cc1	.	11	-28*	30	23	17	59	28	32
Clc1cc(Cl)c(I)c(Cl)c1	109	98	108	94	113	98	98	96	96
CNc1sc(S(=O)(=O)NC)nc1S(=O)(=O)c1ccc(C)cc1	.	102	93	105	95	108	108	101	92
CN(C)S(=O)(=O)c1ccc(S(=O)(=O)Nc2cccc(Cl)c2N2CCCCC2)cc1	91	92	103	98	82	88	68	75	89
COC(=O)C(C)NC1=C(Cl)C(=O)C(NC(C)C(=O)OC)=C(Cl)C1=O (centres undefined)	61	94	89	105	120	101	79	106	111
Cc1ccc(S(=O)(=O)Oc2ccc3c4c(c(=O)oc3c2)-c2ccccc2C4)cc1	94	100	93	94	97	.	85	94	106

Shown with each value named: entries from further up
CNc1sc(S(=O)(=O)NC)nc1S(=O)(=O)c1ccc(C)cc1
  OVCAR-3: . | OVCAR-8: 102 | A498: 93 | SK-OV-3: 105 | IGROV1: 95 | RXF 393: 108 | OVCAR-4: 108 | ACHN: 101 | OVCAR-5: 92

CN(C)S(=O)(=O)c1ccc(S(=O)(=O)Nc2cccc(Cl)c2N2CCCCC2)cc1
  OVCAR-3: 91 | OVCAR-8: 92 | A498: 103 | SK-OV-3: 98 | IGROV1: 82 | RXF 393: 88 | OVCAR-4: 68 | ACHN: 75 | OVCAR-5: 89

Further results follow.
SMILES	OVCAR-3	OVCAR-8	A498	SK-OV-3	IGROV1	RXF 393	OVCAR-4	ACHN	OVCAR-5
CCN(CC)CCN=c1c(C)nc(C#N)c(N)n1O	105	107	108	111	106	107	111	101	99
CC1=NN(c2cccc(Cl)c2)C(=O)/C1=C\c1cn(C(=O)c2ccc(Cl)cc2)c2ccccc12	98	99	123	91	76	94	100	88	98
CCOC(CN1CCOCC1)OCC	107	99	107	100	110	116	.	97	108
Cc1ccc(-c2c3c(nc4nc(C)[nH]c(=O)c24)C(C)CCC3)cc1 (centres undefined)	111	97	93	99	108	88	101	89	89
O=C(Nc1cccc(F)c1)c1cc(=O)[nH]c2cc(Br)ccc12	24	72	31	52	41	56	71	57	63
O=C1CN2NC(=O)c3ccccc3N=C2N1	110	99	103	100	90	117	100	101	98
CCN(CC)CC(c1ccccc1)C(O)(c1ccccc1)c1ccccc1 (centres undefined)	102	97	107	113	79	91	104	106	91
Nc1ncc(-c2ccc(NS(=O)(=O)c3ccc(F)cc3)cc2)[nH]1	.	98	96	124	101	106	103	106	94
Cc1cc(NC(=O)c2ccccc2)c(Cl)cc1N	119	96	.	107	33	124	98	99	103
CCC1(C2=CCCCC2)C(=O)NC(=O)N=C1N (centres undefined)	115	115	92	114	.	135	110	105	101
CCC(O)C(CC(C)N(C)C)c1ccccc1 (centres undefined)	106	118	89	100	101	97	101	109	98
CCOC(=O)C1(C(=O)OCC)CCN(S(=O)(=O)c2ccccc2)CC1	112	114	95	90	95	120	114	96	83
CC(C)C[C@@H](NC(=O)[C@@H](Cc1ccccc1)NC(=O)c1cnccn1)B1O[C@H]2[C@H](O)[C@@H](C(=O)NCCCC[C@@H]3NC(=O)[C@@H](Cc4ccccc4)NC(=O)[C@H](CC(=O)O)NC(=O)CNC(=O)[C@H](CCCN=C(N)N)NC3=O)O[C@@H](CN)[C@H]2O1	-55*	-43*	-94*	-42*	4.1*	-86*	-28*	-8.2*	-19*
COc1ccc2c(c1)C(=O)/C(=C/c1cnccc1OC)CC2	114	96	83	102	105	100	102	110	99

An unsorted share of the library (roughly 11% active in at least one column).
